TRPC6 activator = mouse TRPC6 channel activators, primary screen, cell-based, HEK293, membrane potential dye | actives 0.13% (n = 310,000) | Short transient receptor potential channel 6 (Mus musculus), Q61143 | B-score at 10 µM | HEK293-TRPC6 membrane potential dye fluorescence; active compounds read high | AID 2550, 2010;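 active means B-score of the integrated fluorescence ratio above library mean plus 3 SD, and starting fluorescence ratio within library mean plus 5 SD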;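 further: higher score means more depolarization so channel activation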
Target sequence (Q61143 whole entry, looked up): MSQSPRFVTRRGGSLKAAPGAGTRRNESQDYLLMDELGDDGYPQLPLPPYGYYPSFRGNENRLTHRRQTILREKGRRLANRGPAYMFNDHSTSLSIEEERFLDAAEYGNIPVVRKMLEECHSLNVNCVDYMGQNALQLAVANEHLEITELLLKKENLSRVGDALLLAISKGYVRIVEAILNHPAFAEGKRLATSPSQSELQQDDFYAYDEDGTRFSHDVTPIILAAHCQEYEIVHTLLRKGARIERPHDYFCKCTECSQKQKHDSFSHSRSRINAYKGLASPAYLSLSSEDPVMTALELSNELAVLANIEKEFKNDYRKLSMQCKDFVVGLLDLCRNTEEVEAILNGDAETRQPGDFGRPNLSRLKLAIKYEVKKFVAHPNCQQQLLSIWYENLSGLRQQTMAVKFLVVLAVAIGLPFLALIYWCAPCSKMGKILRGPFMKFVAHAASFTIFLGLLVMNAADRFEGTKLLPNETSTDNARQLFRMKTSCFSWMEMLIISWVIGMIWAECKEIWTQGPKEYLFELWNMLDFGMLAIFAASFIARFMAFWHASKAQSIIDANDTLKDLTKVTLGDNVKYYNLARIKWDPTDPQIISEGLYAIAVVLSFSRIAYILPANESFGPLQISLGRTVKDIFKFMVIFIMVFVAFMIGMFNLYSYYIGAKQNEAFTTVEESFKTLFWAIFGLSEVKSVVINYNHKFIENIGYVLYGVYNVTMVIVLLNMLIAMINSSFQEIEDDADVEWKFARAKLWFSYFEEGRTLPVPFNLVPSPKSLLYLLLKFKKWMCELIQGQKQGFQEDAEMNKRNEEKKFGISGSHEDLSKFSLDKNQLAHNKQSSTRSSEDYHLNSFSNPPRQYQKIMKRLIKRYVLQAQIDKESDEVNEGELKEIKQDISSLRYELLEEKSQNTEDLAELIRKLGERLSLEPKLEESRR
MrgX1 allo act = positive allosteric modulators of MrgX1, primary screen, HEK293 cells, Fluo-4 calcium flux | Mas-related G-protein coupled receptor member X1 (Homo sapiens), Q96LB2 | FDSS; active compounds read high | B-score at 10 µM | actives 0.63% (n = 310,000) | AID 588675, 2011;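 active means plate-corrected calcium response at least 3 library SD above typical, normal starting fluorescence, not activating the receptor alone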;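 further: compound read alongside a low EC10 to EC30 dose of BAM8-22 agonist; peak minus trough fluorescence over baseline measured at the second addition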
RGS4 act = RGS4 potentiators or activators, primary screen, cell-based, HEK293 M3R inducible RGS4, calcium flux. B-score at 10 µM. carbachol calcium flux Fluo4; active compounds read low. actives 0.92% (n = 310,000);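 active means B-score of the integrated calcium signal more than 4 SD below the library mean, with starting fluorescence not abnormally high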;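 further: negative B-score means reduced calcium response which marks RGS4 activation or potentiation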
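Assay system: HEK293 FlpIn-TREx cells, stable M3R, doxycycline-inducible RGS4 / Probe or stimulus: carbachol, ECmax concentration / Times: overnight RGS4 induction, 30 min dye load 37 °C, 20 min compound RT / Signal: kinetic calcium fluorescence imaging with Fluo4-AM dye, 2 µM / Measure: Agonist-evoked peak-minus-minimum fluorescence over baseline, integrated ratio, B score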
MrgX1 antag = antagonists of human MrgX1 receptor, primary screen, HEK293 cells, Fluo-4 calcium flux; Mas-related G-protein coupled receptor member X1 (Homo sapiens), Q96LB2; BAM8-22 antagonism; active compounds read low; B-score at 10 µM; actives 1.3% (n = 310,000); AID 588676, 2011;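 active means calcium-response B-score plate-corrected more than 3 library SD below zero, starting fluorescence within 5 deviations, no agonist response on first addition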;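 further: peak minus trough fluorescence over baseline after final BAM8-22 challenge near maximal dose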
Platelet DG rel = inhibitors of platelet dense granule secretion, primary screen, cell-based, MLPCN, human platelets; human platelet-rich plasma, SFLLRN dense granule ATP release, luminescence; inhibition, %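 (compounds screened at 7.5 µM in platelet-rich plasma)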; actives 0.22% (n = 300,000); AID 1663, 2009;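 active means mean replicate score, as percent of positive control, at or above 50; inconclusive means mean below 50 but at least one replicate at or above 50; inactive means mean and every replicate below 50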
MrgX1 ag = agonists of human MrgX1 receptor, primary screen, HEK293 cells, Fluo-4 calcium flux. Fluo-4 calcium fluorescence, agonist mode; active compounds read high. B-score at 10 µM. actives 0.44% (n = 310,000);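 active means calcium response B-score plate-corrected fluorescence ratio at least 3 library SD, with starting fluorescence B-score inside 5 SD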
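Assay system: stable human MrgX1 HEK293 cell line. Quantity: 15,000 cells per well. Schedule: cells plated overnight, dye loaded 0.5 h 37 °C, 0.5 h room temperature. Detection: Fluo-4 NW calcium-flux fluorescence, kinetic read. Read-out basis: peak-minus-minimum fluorescence over baseline, converted to B scores. Control set: positive and negative control wells on each plate.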
HIF activator = HIF pathway transcriptional activators, primary screen, cell-based, U2OS HRE-luciferase, luminescence; AID 1910, 2009; activation, % at 7.5 µM (by protocol); actives 0.32% (n = 300,000); U2OS HRE-luciferase reporter; normalized: DMSO 0%, desferrioxamine 100%;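 active means mean activation of at least 10% of the iron chelator positive control signal, with at least half of replicates also reaching 10%; inconclusive means mean and replicate majority disagree about reaching 10%; inactive means mean and most replicates under 10%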
RGS4 inh = RGS4 inhibitors, primary screen, cell-based, HEK293 M3R inducible RGS4, calcium flux. B-score at 10 µM. AID 463165, 2010. Regulator of G-protein signaling 4 (Homo sapiens), P49798. actives 0.45% (n = 310,000). Fluo-4 calcium flux; active compounds read high; triggered by carbachol at its EC20;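 active means B-score, a plate-corrected calcium signal, over three deviations above library mean, with baseline fluorescence within five deviations of library mean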;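 further: RGS4 expression induced by doxycycline in cells with stable M3 receptor; B-score is computed from the integrated fluorescence ratio over baseline after carbachol; higher B-score means a larger calcium signal and so more RGS4 inhibition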
Target sequence (P49798 whole entry, looked up): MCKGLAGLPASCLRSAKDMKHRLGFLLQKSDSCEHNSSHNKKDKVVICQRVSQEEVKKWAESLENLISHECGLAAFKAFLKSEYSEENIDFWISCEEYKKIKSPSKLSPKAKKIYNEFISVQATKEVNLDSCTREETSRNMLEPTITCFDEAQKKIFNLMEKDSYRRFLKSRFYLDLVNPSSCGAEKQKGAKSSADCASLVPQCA
SKKanGAS inh = S. pyogenes SKKanGAS growth inhibitors in kanamycin, primary screen, streptokinase expression inhibitor project, SKKanGAS strain, BacTiter-Glo luminescence. inhibition, % at 7.5 µM. actives 1.3% (n = 300,000). 6 h;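 active means mean replicate score, as percent of positive control median, at least 50; inconclusive means mean below 50 but one replicate at or above 50; inactive means mean and every replicate below 50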;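 further: strain carries kanamycin resistance gene driven by streptokinase promoter and grows in 40 µg/ml kanamycin; loss of luminescence reflects streptokinase promoter inhibition or plain growth inhibition; 0% = median of DMSO wells and 100% = positive control at its reference dose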
TRPC6 inhibitor = mouse TRPC6 channel inhibitors, primary screen, cell-based, HEK293, membrane potential dye; Short transient receptor potential channel 6 (Mus musculus), Q61143; ACh-evoked depolarization; active compounds read low; B-score at 10 µM; actives 1.1% (n = 310,000); AID 2553, 2010;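 active means B-score under library mean minus 3 SD, initial fluorescence not abnormally high, positive integrated signal ratio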;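 further: B-score derived from integrated fluorescence ratio over the kinetic read; more negative B-score means stronger inhibition of depolarization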
TRPC4 block = inhibitors of mouse TRPC4 channel, primary screen, Fluo4 calcium, HEK293 TRPC4beta/mu-opioid cells; DAMGO-evoked Fluo4 calcium flux; active compounds read low; B-score at 10 µM; actives 0.39% (n = 300,000);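 active means B-score over 3 SD under the library average, no early fluorescence shift, positive overall ratio signal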
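System: stable TRPC4beta/mu-opioid receptor HEK293 cells; Dosing: single-point compound dosing; Measured by: Fluo4 Ca2+ flux fluorescence; Read-out basis: per-well B score of integrated baseline-normalized Fluo4 ratio.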
Active calls of the source: *; i = inactive; ? = inconclusive; / = not tested or not shown; & = joins results of further samples.

SMILES | TRPC6 activator | MrgX1 allo act | RGS4 act | MrgX1 antag | Platelet DG rel | MrgX1 ag | HIF activator | RGS4 inh | SKKanGAS inh | TRPC6 inhibitor | TRPC4 block
COc1cccc(-n2c(C)c3c(OC)cccc(=O)c3c2C)c1 | i | i | i | i | -16 | i | -0.5 | i | 3 | i | i
Cc1ccc2nc3c(cc(C(=O)NC4CCCCC4)c(=N)n3C3CCCCC3)c(=O)n2c1 | i | i | i | i | 10 | i | 0.7 | i | -2 | -7.8* | i
Cc1ccc2c(c1)N(C(=O)CCC(=O)NC1CCCCCC1)CCO2 | i | i | i | i | -6 | i | 0.1 | i | -3 | i | i
ClCc1nc2ccccc2n1Cc1ccccc1 | i | i | i | i | -3 | i | -43 | i | 22 | i | i
O=C(CCn1nnc2ccccc2c1=O)NCC1CCC(C(=O)O)CC1 (centres undefined) | i | i | i | i | 2 | i | 0.8 | i | 6 | i | i
Cc1ccc(S(=O)(=O)N(CCCO)Cc2cc3c(C)ccc(C)c3[nH]c2=O)cc1 | i | i | i | i | 4 | i | -0.2 | i | 4 | i | i
Cc1ccc(-n2nnnc2SCC(=O)c2cc(C)n(-c3cc(C)on3)c2C)c(C)c1 | i | i | i | i | -12 | i | / | i | ? | i | i
Cn1c(C(=O)Nc2ccc3c(c2)OCCO3)cc2sccc21 | i | i | i | i | -5 | i | 1.0 | i | -3 | i | i
CCOc1c(Br)cc(CNc2ccc(N3CCOCC3)cc2)cc1OC | i | i | i | i | 0 | i | 0.3 | i | -5 | i | i
CCN(CC)c1ccc(NS(=O)(=O)c2ccc(-c3ccc(=O)[nH]n3)o2)c(C)c1 | i | i | i | i | -23 | i | 0.3 | i | -23 | i | i
COc1ccc(CCNC(=O)c2cc3ccccc3oc2=O)cc1 | i | i | i | i | 3 | i | 1.3 | i | 1 | i | i
CCCCC(=O)/C=C/n1c(=S)oc2ccccc21 | i | i | i | i | 2 | i | 5.4 | i | -6 | i | i
O=C1c2ccccc2C(O)N1c1ccc(Cl)cc1 (centres undefined) | i | i | i | i | 3 | i | 1.8 | i | 0 | i | i
CCOC(=O)c1ccccc1NC(=O)c1ccc2nc[nH]c2c1 | i | i | i | i | 2 | i | -28 | i | -4 | i | i
CC(=O)Oc1c(C(=O)c2nnc(C)o2)c(=O)n(C)c2ccccc12 | i | i | i | i | 5 | i | -0.1 | i | -3 | i | i
O=C(OCC(=O)N1CCN(C(=O)c2ccco2)CC1)c1sc2cc(F)ccc2c1Cl | i | i | i | i | -2 | i | -0.2 | i | 0 | i | i
COc1ccc(NC(=O)CCCCCN2C(=O)CCC2=O)cc1Cl | i | i | i | i | -1 | i | -0.1 | i | 2 | i | i
Cc1cc(C)nc(-n2ncc3c2CC(c2cccc(Cl)c2)CC3=O)n1 (centres undefined) | i | i | i | i | -10 | i | 0.8 | i | 6 | i | i
O=C(CCc1ccccc1)N1CCN(CCO)CC1 | i | i | i | i | 12 | i | 0.0 | i | -12 | i | i
CS(=O)(=O)N1CCN(c2ccccc2NC(=S)NC(=O)c2ccco2)CC1 | i | i | i | i | 5 | i | -0.5 | i | 20 | i | i
O=C(Nc1nccs1)C1CCN(S(=O)(=O)c2cccnc2)CC1 | i | i | i | i | -5 | i | -0.4 | i | -3 | i | i
COC(=O)c1ccc(-c2nc3cc(N)ccc3o2)cc1 | i | i | i | i | 6 | i | -12 | i | -11 | i | i
CC1=C(C(=O)OC(C)C)C(c2ccco2)NC(=O)N1 (centres undefined) | i | i | i | i | -3 | i | -0.2 | i | -4 | i | i
CCOc1ccc(Nc2nc(Cc3nnc(SCC(=O)N(CC)CC)n3C)cs2)cc1 | i | i | i | i | 5 | i | -0.3 | i | 7 | i | i
CC(NC(=O)CCc1c[nH]c2ccccc12)c1ccccc1 (centres undefined) | i | i | i | i | 7 | i | -0.2 | i | 4 | i | i
More compounds follow.
SMILES | TRPC6 activator | MrgX1 allo act | RGS4 act | MrgX1 antag | Platelet DG rel | MrgX1 ag | HIF activator | RGS4 inh | SKKanGAS inh | TRPC6 inhibitor | TRPC4 block
CCOc1c(C#N)c(C#N)c2nc(C)cc(C)n12 | i | i | i | i | 4 | i | -0.3 | i | 4 | i | i
CCOC(=O)C(=CNc1ncccc1C)C(=O)OCC | i | i | i | i | 3 | i | -0.1 | i | -3 | i | i
COc1ccccc1-c1nnc(SC(C)C(=O)Nc2ccc(C(N)=O)cc2)o1 (centres undefined) | i | i | i | i | / | i | 0.9 | i | 4 | i | i
O=C(Cc1cc(=O)[nH][nH]1)N/N=C/c1c(Cl)cccc1Cl | i | i | i | i | 23&0 | i | -0.2&-0.4 | i | -6&-11 | i | i
CC(/C=C\c1cccnc1)=C/C(=O)O | i | i | i | i | -2&22 | i | 0.0&-0.2 | i | 6&6 | i | i
Cc1cc(=O)n2cccc(O)c2n1 | i | i | i | i | -2 | i | 0.1 | i | 2 | i | i
CC1=NN(c2ccccc2)C(=O)/C1=C\c1cn(CCC#N)nc1-c1ccc(Cl)cc1 | i | i | i | i | -3 | i | -0.4 | i | 1 | i | i
O=C(NCc1ccccc1C(F)(F)F)C1CC(O)CN1C(=O)Nc1ccccc1 (centres undefined) | i | i | i | i | -2 | i | -26 | i | 0 | i | i
Cc1ccc(NC(=S)N(CCN(C)C)C(C)c2cccnc2)c(C)c1 (centres undefined) | i | i | i | i | 6 | i | 0.0 | i | -1 | i | i
O=S(=O)(NCCN1CCCC1)c1ccc(Cl)cc1 | i | i | i | -4.8* | 3 | i | -6.2 | i | 2 | i | i
COc1ccc(COc2cccc(C=O)c2)cc1 | i | i | i | i | 1 | i | -1.2 | i | 1 | i | i
Cc1cc(C)cc(OCC(=O)OCC(=O)N(C)CC(=O)Nc2ccc(F)cc2)c1 | i | i | i | i | 3 | i | -0.2 | i | -1 | i | i
COc1ccc(-n2c(SCC#N)nc3ccccc3c2=O)cc1 | i | i | i | i | 2 | i | -0.2 | i | 6 | i | i
Cc1cc(C)c(NS(=O)(=O)c2ccc3c(c2)NC(=O)C(C)C(=O)N3)c(C)c1 (centres undefined) | i | i | i | i | 7 | i | -0.1 | i | -2 | i | i
COC(=O)c1ccc(NC(=O)CN(C)S(=O)(=O)c2ccc(OC)c(C)c2)cc1 | i | i | i | i | 5 | i | -0.1 | i | 5 | i | i
Cc1nnc(N2C(=O)C(=O)/C(=C(/O)c3ccc4c(c3)OCCO4)C2c2ccc(F)cc2)s1 (centres undefined) | i | i | i | i | 4 | i | 0.8 | i | 7 | i | i
Cc1ccc(-n2ncc(N(C)C)c(Cl)c2=O)cc1 | i | i | i | i | 0 | i | -0.1 | i | 5 | i | i
O=C(NCCN1CCOCC1)c1csc2c1CCCC2 | i | i | i | i | -8 | i | 0.4 | i | -5 | i | i
CCCCCc1c(C)nc(N2CCN(Cc3ccc4c(c3)OCO4)CC2)[nH]c1=O | i | i | i | i | 3 | i | -0.3 | i | 2 | i | i
Cc1c(C)c2cc(Cl)c(OCc3nn[nH]n3)cc2oc1=O | i | i | i | i | 0 | i | -0.2 | i | 1 | i | i
O=C(c1ccc(Cl)cc1)c1ccc(OCC(O)CN2CCCCC2)cc1 (centres undefined) | i | i | i | i | 5 | i | -0.1 | i | 3 | i | i
CCOC(=O)C(C)Sc1ccc2nnc(-c3ccc(F)cc3)n2n1 (centres undefined) | i | i | i | i | -19 | i | 0.3 | i | / | i | i
Cc1nc(NCc2ccccc2)sc1C(=O)Nc1ccccc1 | i | i | i | i | -3 | i | 2.0 | i | -5 | i | i
C=CCOc1ccc(CN(C)Cc2nc3cc(C(F)(F)F)ccc3c(=O)[nH]2)cc1 | i | i | i | i | 0 | i | 0.6 | i | 6 | i | i
O=C(/C=C/c1ccco1)NC(=S)Nc1ccc(Cl)cn1 | i | i | i | i | -1 | i | 1.1 | i | 2 | i | i
Further entries.
SMILES | TRPC6 activator | MrgX1 allo act | RGS4 act | MrgX1 antag | Platelet DG rel | MrgX1 ag | HIF activator | RGS4 inh | SKKanGAS inh | TRPC6 inhibitor | TRPC4 block
Nc1ccc(CSc2ccc(Cl)cc2)cc1 | i | i | i | i | 2 | i | 0.4 | i | 12 | i | i
O=C1CSC(c2ccccn2)N1c1ccc(Br)cc1 (centres undefined) | i | i | i | i | -7 | i | 0.1 | i | -7 | i | i
O=C(C1=C[C@@H](c2coc3ccccc3c2=O)C[C@@H](OCCCCO)O1)N1CCN(Cc2ccccc2)CC1 | i | i | i | i | 1 | i | 0.0 | i | 1 | i | i
COc1ccc(NC(=O)N2CCCC2C(=O)NCc2ccc(F)cc2)cc1 (centres undefined) | i | i | i | -13* | 6 | i | -0.3 | i | 0 | i | i
Cc1cc(Nc2ccccc2)n(-c2nc3ccccc3[nH]2)n1 | i | i | i | i | 0 | i | -0.2 | i | 114* | i | i
CC(=O)Nc1cccc(NC(=O)C2CCCN2C(=O)Nc2cccc(F)c2)c1 (centres undefined) | i | i | i | i | -1 | i | 0.0 | i | 0 | i | i
Cn1c(=O)c2c(nc(Br)n2C/C=N/NC(N)=S)n(C)c1=O | i | i | i | i | 0 | i | -0.2 | i | 4 | i | i
Oc1c(N=NC(=S)Nc2ccccc2F)c2ccccc2n1Cc1ccccc1Cl | i | i | i | i | 4 | i | -0.8 | i | / | i | i
CC[C@H](CO)Nc1nc(Nc2cccc(Cl)c2)c2ncn(C(C)C)c2n1 | i | i | i | i | -3 | i | 1.6 | i | 17 | i | i
c1ccc(CN2CCN(c3nc(N4CCOCC4)c4ccccc4n3)CC2)cc1 | i | i | i | i | 0 | i | -0.1 | i | -4 | -5.5* | i
COc1cc(Br)c(/C=C/c2ccc3cccc(O)c3n2)cc1OC | i | i | i | i | 0 | i | 0.0 | i | 85* | i | i

An unsorted share of the library (roughly 6.1% active in at least one column).
